FXIa inh mix = FXIa protease inhibitors in compound pools, primary screen, biochemical, 10-compound mixtures; actives 0.19% (n = 62,000); purified FXIa, fluorogenic substrate, pooled mixtures; Coagulation factor XI (Homo sapiens), P03951; inhibition, % at 5 µM;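 also: each value is inhibition by a whole ten-compound pool holding the compound; 0% = enzyme with no mixture and 100% = wells lacking enzyme; strong numbers were not always called active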
Target sequence (P03951 19-387 limits assumed): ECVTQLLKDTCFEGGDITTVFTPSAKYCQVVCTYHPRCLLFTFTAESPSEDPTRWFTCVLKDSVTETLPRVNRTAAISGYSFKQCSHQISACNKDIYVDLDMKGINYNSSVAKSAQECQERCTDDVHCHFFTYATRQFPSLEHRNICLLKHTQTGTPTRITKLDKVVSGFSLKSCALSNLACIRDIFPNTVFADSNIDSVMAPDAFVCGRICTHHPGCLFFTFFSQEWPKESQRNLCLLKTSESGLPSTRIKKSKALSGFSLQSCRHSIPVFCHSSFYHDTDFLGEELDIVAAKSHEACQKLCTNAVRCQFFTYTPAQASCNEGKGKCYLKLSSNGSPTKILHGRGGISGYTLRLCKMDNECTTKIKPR
Target sequence (P03951 388-625 limits assumed): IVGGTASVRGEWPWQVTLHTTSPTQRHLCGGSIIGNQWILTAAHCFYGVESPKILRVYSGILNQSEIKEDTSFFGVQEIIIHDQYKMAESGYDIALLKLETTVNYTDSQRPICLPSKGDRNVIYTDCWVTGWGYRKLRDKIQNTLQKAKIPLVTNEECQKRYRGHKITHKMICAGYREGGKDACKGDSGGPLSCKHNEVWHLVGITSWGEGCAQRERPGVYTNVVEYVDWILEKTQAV
C1s block = complement C1s protease inhibitors, primary screen, biochemical, 10-compound mixtures. purified C1s, fluorogenic AMC substrate, pooled mixtures. mean inhibition % of two 10-compound mixtures (stronger effect = higher value), % at 5 µM (by protocol). actives 0.16% (n = 62,000);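 active = inhibition above 20% in each of the two 10-compound mixture wells holding the compound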;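 also: 0% = enzyme wells lacking compound mixture and 100% = no-enzyme blank wells; some compounds called inactive have numbers as strong as hits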
CatB block = human cathepsin B inhibitors, primary screen, biochemical, fluorogenic substrate | actives 0.1% (n = 63,000) | inhibition, %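 (tested at 10 µM)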 | purified cathepsin B, fluorescence; in the data active = inhibition above about 21%;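 also: 0% = enzyme with no compound and 100% = no enzyme blank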
Abs 340nm = compound light absorbance at 340 nm, profiling panel, artefact control, biochemical, MLSMR library, data from PS, PMK, MK assays | compound absorbance at 340 nm, fold over control | fold change at 10 µM | 65,000 tested, under 10 active | AID 708, 2007;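 active = at 10 µM dose, initial 340 nm absorbance at least 2 fold that of control wells; inactive = change under 2 fold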;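 also: initial absorbance extrapolated from kinetic A340 decline of NADH oxidation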
CatL inh = inhibitors of human cathepsin L, biochemical. purified cathepsin L, fluorogenic substrate, fluorescence. inhibition, %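 (tested at 10 µM)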. actives 0.17% (n = 58,000). AID 460, 2006; in the data active = inhibition above about 45%;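 also: 0% = enzyme with no compound and 100% = no enzyme blank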
Target sequence (P07711 114-288 limits assumed): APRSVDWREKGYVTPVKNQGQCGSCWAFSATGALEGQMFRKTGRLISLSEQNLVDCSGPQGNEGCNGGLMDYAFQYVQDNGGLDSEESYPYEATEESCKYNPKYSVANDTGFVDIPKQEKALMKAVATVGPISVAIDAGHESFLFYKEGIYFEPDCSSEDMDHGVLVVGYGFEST
Target sequence (P07711 292-333 limits assumed): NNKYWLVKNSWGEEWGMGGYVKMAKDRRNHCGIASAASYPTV
CatS inh = inhibitors of human cathepsin S, biochemical, compound mixtures; P25774; recombinant cathepsin S, AMC dipeptide fluorescence, pooled mixtures; inhibition, %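 (tested at 5 µM per compound within 10-compound mixtures)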; actives 0.06% (n = 62,000); AID 501, 2006; in the data active = inhibition above about 32%, passing the limit was not always enough; inconclusive = no clear call, values can overlap the other calls;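 also: 0% = enzyme without compound and 100% = blank without enzyme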
Target sequence (P25774 115-331 limits assumed): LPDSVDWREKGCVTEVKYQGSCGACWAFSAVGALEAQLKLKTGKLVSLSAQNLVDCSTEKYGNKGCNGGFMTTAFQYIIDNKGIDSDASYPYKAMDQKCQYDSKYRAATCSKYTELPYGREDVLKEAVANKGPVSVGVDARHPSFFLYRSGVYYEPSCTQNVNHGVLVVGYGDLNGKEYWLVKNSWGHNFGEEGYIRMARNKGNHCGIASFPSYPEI
Cathepsin G inh = human cathepsin G inhibitors, primary screen, biochemical, pooled compound mixtures, AMC fluorescence | P08311 | purified enzyme, AMC-tetrapeptide fluorescence | actives 0.2% (n = 62,000) | AID 581, 2007 | inhibition, % at 5 µM (by protocol);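 active = inhibition above 20% in each of the two mixture wells holding the compound; inactive = inhibition of 20% or less in either well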;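 also: 0% = enzyme control without mixture and 100% = blank lacking enzyme; strong numbers were not always called active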
FXIIa mix inh = human factor XIIa inhibitors, primary screen, biochemical, pooled compound mixtures, fluorogenic substrate; purified FXIIa; inhibition, % at 5 µM; actives 0.2% (n = 62,000); Coagulation factor XII (Homo sapiens), P00748;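 also: 0% = enzyme without compound and 100% = no enzyme blank; some results filed as inactive read as strong as hits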
CatB mix inh = cathepsin B inhibitors from pooled compounds, primary screen, biochemical, compound mixtures, AMC fluorescence. P07858. Purified cathepsin B, AMC dipeptide fluorescence. inhibition, %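 (ten-compound pools at 5 µM per compound and 50 µM total)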. actives 0.06% (n = 62,000); in the data active = inhibition above about 22%, passing the limit was not always enough; inconclusive = no clear call, values can overlap the other calls;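 also: 0% = enzyme without compound and 100% = no enzyme blank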
Starred values were filed as active, the others as inactive. Rule as the data show it, unless noted: active = inhibition above about 20% (passing the limit was not always enough); inactive = the rest. The list is partial; the hit share may differ from the screen's.

Start of the data: the first two records, ahead of the listing:
What do the screens show for `COc1ccc(/C=N/n2c(SC)nnc2-c2ccccc2)cc1C`?
FXIa inh mix: -1; C1s block: -9; CatB block: 10; Abs 340nm: 1; CatL inh: 20; CatS inh: inconclusive; Cathepsin G inh: -7; FXIIa mix inh: 2; CatB mix inh: 5

What do the screens show for `COc1cc(Cl)c(C)cc1NC(=O)CSC`?
FXIa inh mix: 0; C1s block: 10; CatB block: 4; Abs 340nm: 1; CatL inh: 11; CatS inh: 9; Cathepsin G inh: 9; FXIIa mix inh: 4; CatB mix inh: -1

The list itself, repeating the preview:
What do the screens show for `COc1ccc(/C=N/n2c(SC)nnc2-c2ccccc2)cc1C`?
FXIa inh mix: -1; C1s block: -9; CatB block: 10; Abs 340nm: 1; CatL inh: 20; CatS inh: inconclusive; Cathepsin G inh: -7; FXIIa mix inh: 2; CatB mix inh: 5

What do the screens show for `COc1cc(Cl)c(C)cc1NC(=O)CSC`?
FXIa inh mix: 0; C1s block: 10; CatB block: 4; Abs 340nm: 1; CatL inh: 11; CatS inh: 9; Cathepsin G inh: 9; FXIIa mix inh: 4; CatB mix inh: -1

How did CCCOC(=O)c1ccc(NC(=O)c2ccoc2C)cc1 do in these assays?
FXIa inh mix: 6; C1s block: -4; CatB block: 0; Abs 340nm: 1; CatL inh: 10; CatS inh: 16; Cathepsin G inh: -2; FXIIa mix inh: 6; CatB mix inh: 7

What do the screens show for `O=c1cc(O)nc(SCc2ccc(Cl)cc2)[nH]1`?
FXIa inh mix: -4; C1s block: -7; CatB block: 2; Abs 340nm: 0.97; CatL inh: 5; CatS inh: -5; Cathepsin G inh: 4; FXIIa mix inh: 3; CatB mix inh: 3

Results for COc1cc(C(=O)NCc2nnc(SCC(=O)NCc3ccccc3)o2)cc(OC)c1OC ?
FXIa inh mix: 8; C1s block: -5; CatB block: -2; Abs 340nm: 1; CatL inh: 11; CatS inh: 7; Cathepsin G inh: 0; FXIIa mix inh: 3; CatB mix inh: -2

Results for CCOc1ccc(NC(C)c2cc(Cl)ccc2O)cc1 (stereo not given) ?
FXIa inh mix: 1; C1s block: -2; CatB block: 6; Abs 340nm: 1.1; CatS inh: -8; Cathepsin G inh: 7; FXIIa mix inh: 3; CatB mix inh: 3

How did Cc1c(NC(=O)C(C)OC(=O)c2cc3c4ccccc4n(C)c3s2)c(=O)n(-c2ccccc2)n1C (stereo not given) do in these assays?
FXIa inh mix: 18; C1s block: -12; CatB block: -1; Abs 340nm: 1.1; CatL inh: -8; CatS inh: 2; Cathepsin G inh: 3; FXIIa mix inh: 5; CatB mix inh: -2

Results for COc1cccc(NC(=O)Cn2nnc(-c3ccccc3N)n2)c1 ?
FXIa inh mix: 13; C1s block: 3; CatB block: 0; Abs 340nm: 1.1; CatL inh: 3; CatS inh: -6; Cathepsin G inh: 2; FXIIa mix inh: 2; CatB mix inh: -1

How did CN(C)C(=O)CN1C(=O)C2CCCCN2C(=O)c2ccccc21 (stereo not given) do in these assays?
FXIa inh mix: 7; C1s block: 12; CatB block: 4; Abs 340nm: 0.98; CatL inh: -2; CatS inh: 3; Cathepsin G inh: 10; FXIIa mix inh: 7; CatB mix inh: 1

Results for COc1cc(NC(=O)C2CCCO2)c(OC)cc1NC(=O)c1ccccc1 (stereo not given) ?
FXIa inh mix: 6; C1s block: 5; CatB block: -2; Abs 340nm: 1.1; CatL inh: -7; CatS inh: 2; Cathepsin G inh: 1; FXIIa mix inh: 1; CatB mix inh: 5

What do the screens show for `COc1ccc(-c2cc(CCCC(=O)NCc3ccccn3)no2)cc1`?
FXIa inh mix: 11; C1s block: 6; CatB block: -6; Abs 340nm: 1; CatL inh: 15; CatS inh: 8; Cathepsin G inh: 5; FXIIa mix inh: -2; CatB mix inh: 5

What do the screens show for `CC1(C)OC(=O)C(=CNCC(O)c2ccccc2)C(=O)O1` (stereo not given)?
FXIa inh mix: 2; C1s block: -2; CatB block: -1; Abs 340nm: 1; CatL inh: 7; CatS inh: -3; Cathepsin G inh: -2; FXIIa mix inh: 8; CatB mix inh: 1

What do the screens show for `COc1ccc(CNC(=O)c2cccc(N(C)C)c2)cc1`?
FXIa inh mix: -2; C1s block: 0; CatB block: 1; Abs 340nm: 1.1; CatL inh: 2; CatS inh: -3; Cathepsin G inh: 7; FXIIa mix inh: 6; CatB mix inh: 1

Results for Cc1csc(NC(=O)CCCSc2nc3ccccc3s2)n1 ?
FXIa inh mix: 8; C1s block: 7; CatB block: -2; Abs 340nm: 0.98; CatL inh: 0; CatS inh: -8; Cathepsin G inh: 3; FXIIa mix inh: 5; CatB mix inh: 6

How did O=C(O)c1cccc(S(=O)(=O)N2CCSCC2)c1 do in these assays?
FXIa inh mix: 4; C1s block: 1; CatB block: 8; Abs 340nm: 1; CatL inh: -4; CatS inh: 11; Cathepsin G inh: -16; FXIIa mix inh: 2; CatB mix inh: 8

What do the screens show for `O=C(NCC1COc2ccccc2O1)c1ccccc1` (stereo not given)?
FXIa inh mix: 1; C1s block: -12; CatB block: -3; Abs 340nm: 1; CatL inh: 2; CatS inh: 9; Cathepsin G inh: -1; FXIIa mix inh: 5; CatB mix inh: -2

What do the screens show for `CCOC(=O)c1ccc(-n2c(C)nc3c(cnn3-c3ccccc3C)c2=O)cc1`?
FXIa inh mix: -1; C1s block: 1; CatB block: 2; Abs 340nm: 0.98; CatL inh: 6; CatS inh: 0; Cathepsin G inh: -5; FXIIa mix inh: 0; CatB mix inh: 3

Results for Cc1ccc(NC(=O)CSc2nnc(CCCCCNC(=O)OC(C)(C)C)o2)c(C)c1 ?
FXIa inh mix: -5; C1s block: -52; CatB block: 0; Abs 340nm: 0.98; CatL inh: 7; CatS inh: -1; Cathepsin G inh: 6; FXIIa mix inh: -7; CatB mix inh: 6

How did CCCCCOc1ccc(N2C(=O)CC(N(O)c3ccccc3)C2=O)cc1 (stereo not given) do in these assays?
FXIa inh mix: 4; C1s block: -2; CatB block: -1; Abs 340nm: 1; CatL inh: -10; CatS inh: -14; Cathepsin G inh: 2; FXIIa mix inh: -16; CatB mix inh: -4

Results for O=C(COC(=O)Cc1cccs1)Nc1ccccc1 ?
FXIa inh mix: 2; C1s block: -4; CatB block: -5; Abs 340nm: 0.99; CatL inh: 2; CatS inh: 3; Cathepsin G inh: -1; FXIIa mix inh: 3; CatB mix inh: 8

How did COCCCn1c(SCC(=O)NC(C)C)nnc1-c1ccccc1 do in these assays?
FXIa inh mix: -5; C1s block: -54; CatB block: 7; Abs 340nm: 0.98; CatL inh: 15; CatS inh: -3; Cathepsin G inh: -3; FXIIa mix inh: 6; CatB mix inh: -11

What do the screens show for `COc1cc(C)c(S(=O)(=O)NC2CC(C)(C)NC(C)(C)C2)cc1C`?
FXIa inh mix: 3; C1s block: 3; CatB block: -6; Abs 340nm: 1; CatL inh: -8; CatS inh: 0; Cathepsin G inh: 0; FXIIa mix inh: 4; CatB mix inh: 5

Results for CCNC(=O)c1cc2c(=O)n3cccc(C)c3nc2n(CCc2ccccc2)c1=N ?
FXIa inh mix: -28; C1s block: -186; CatB block: -33; Abs 340nm: 1.1; CatL inh: -347; CatS inh: -30; Cathepsin G inh: -23; FXIIa mix inh: 1; CatB mix inh: -15

Results for Cn1c(CN2CCCCC2)c(C#N)c2ccccc21 ?
FXIa inh mix: 4; C1s block: -7; CatB block: 2; Abs 340nm: 0.94; CatL inh: 1; CatS inh: 16; Cathepsin G inh: -1; FXIIa mix inh: -1; CatB mix inh: 3

What do the screens show for `CC(C)CCn1c(SCCc2ccccc2)nc2c1c(=O)[nH]c(=O)n2C`?
FXIa inh mix: 0; C1s block: -9; CatB block: 2; Abs 340nm: 0.99; CatL inh: 16; CatS inh: -3; Cathepsin G inh: 3; FXIIa mix inh: -5; CatB mix inh: -1

Results for O=C(NCCN1CCN(c2ccccc2)CC1)c1cccn2c(=O)c3ccccc3nc12 ?
FXIa inh mix: 9; C1s block: 5; CatB block: 1; Abs 340nm: 1.1; CatL inh: 1; CatS inh: 0; Cathepsin G inh: 31; FXIIa mix inh: 7; CatB mix inh: -1

How did Cn1c(CNC(=O)Nc2cccc(Cl)c2)nnc1SCc1ccccc1 do in these assays?
FXIa inh mix: 6; C1s block: 12; CatB block: 7; Abs 340nm: 0.97; CatL inh: 17; CatS inh: -4; Cathepsin G inh: 9; FXIIa mix inh: 7; CatB mix inh: 2

How did Cc1ccccc1Cc1c(C)nc2c(C(=O)NCc3ccco3)cnn2c1C do in these assays?
FXIa inh mix: 5; C1s block: -3; CatB block: 4; Abs 340nm: 1.1; CatL inh: -6; CatS inh: -5; Cathepsin G inh: 11; FXIIa mix inh: 4; CatB mix inh: 6

What do the screens show for `Cc1cc(C(F)(F)F)n2nc(C(=O)O)c(Cl)c2n1`?
FXIa inh mix: 7; C1s block: 5; CatB block: -1; Abs 340nm: 1; CatL inh: -3; CatS inh: 2; Cathepsin G inh: 1; FXIIa mix inh: 1; CatB mix inh: 7

Results for CC(C)OC(=O)C(C#N)c1nc2ccccc2nc1N1CCN(Cc2ccc3c(c2)OCO3)CC1 (stereo not given) ?
FXIa inh mix: -9; C1s block: -42; CatB block: 0; Abs 340nm: 1; CatL inh: 3; CatS inh: 1; Cathepsin G inh: 2; FXIIa mix inh: 16; CatB mix inh: 0

What do the screens show for `O=C(c1nc2ccccc2s1)N1CCN(c2ccccn2)CC1`?
FXIa inh mix: 2; C1s block: 1; CatB block: -1; Abs 340nm: 1; CatL inh: 1; CatS inh: 3; Cathepsin G inh: -2; FXIIa mix inh: -2; CatB mix inh: 1

What do the screens show for `C=CCn1cc(C(=O)NCCOC)c(=O)c2cc(S(=O)(=O)N(CC)CC)ccc21`?
FXIa inh mix: 8; C1s block: 18; CatB block: 2; Abs 340nm: 1; CatL inh: 17; CatS inh: 4; Cathepsin G inh: 12; FXIIa mix inh: 13; CatB mix inh: 8

How did Cc1oc2c(c1C(=O)NCc1cc(C(=O)O)co1)CCCC2 do in these assays?
FXIa inh mix: 3; C1s block: 8; CatB block: 3; Abs 340nm: 1.1; CatL inh: 0; CatS inh: 1; Cathepsin G inh: 8; FXIIa mix inh: 4; CatB mix inh: 2

How did c1ccc(-c2nnc(SCc3nc4ccccc4[nH]3)n2Cc2ccco2)nc1 do in these assays?
FXIa inh mix: 2; C1s block: -37; CatB block: 3; Abs 340nm: 0.98; CatL inh: 7; CatS inh: -5; Cathepsin G inh: 6; FXIIa mix inh: 2; CatB mix inh: 3

How did COc1cccc(-c2nn(C)c3sc(C(=O)N4CCOCC4)cc23)c1 do in these assays?
FXIa inh mix: 5; C1s block: -4; CatB block: -3; Abs 340nm: 1.1; CatL inh: -7; CatS inh: -4; Cathepsin G inh: -3; FXIIa mix inh: 2; CatB mix inh: -4

Results for O=C(c1ccc(Cl)s1)N1CCOCC1 ?
FXIa inh mix: -5; C1s block: -80; CatB block: 1; Abs 340nm: 1.1; CatL inh: -4; CatS inh: -6; Cathepsin G inh: 2; FXIIa mix inh: -15; CatB mix inh: -2

Results for O=C(c1cc2ccccc2oc1=O)N(Cc1ccco1)C1CCS(=O)(=O)C1 (stereo not given) ?
FXIa inh mix: -4; C1s block: 2; CatB block: 3; Abs 340nm: 1.1; CatL inh: 6; CatS inh: 12; Cathepsin G inh: 8; FXIIa mix inh: 2; CatB mix inh: -2

How did CCOc1cc(C2CC(=O)NC(SCC)=C2C#N)ccc1O (stereo not given) do in these assays?
FXIa inh mix: -10; C1s block: -26; CatB block: 3; Abs 340nm: 1.1; CatL inh: 6; CatS inh: -1; Cathepsin G inh: -6; FXIIa mix inh: 14; CatB mix inh: -3
